# Lipid droplet: modulators of hepatic lipid droplet formation; AID 1656; inhibition, % at 6.5 µM; hit rate 0.4% among 240,000; AML12 mouse hepatocytes, oleate lipid droplets, BODIPY imaging;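 active = lipid droplet intensity inhibited by at least 50%, with more than 500 cells counted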
#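 Test system: AML12 mouse liver cells; schedule: overnight exposure; technique: high-content imaging of BODIPY-stained droplets and DAPI nuclei; read-out: % inhibition of corrected integrated BODIPY droplet signal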
# MT stabilize HCS: microtubule stabilization, imaging screen; HeLa tubulin immunostaining HCS, 24 h; share of cells brighter than vehicle mean+2SD; % tubulin-high responders, % at 10 µM; hit rate 0.83% among 200,000;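 active = plate Z-score above 3 for both tubulin-high and condensed-nucleus cell shares, with cell loss under 80%, at 10 µM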;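 also: anti alpha tubulin signal scored within the nucleus-defined area of each cell; some results filed as inactive read as strong as hits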
# bCat nuc transl: alters nuclear translocation of beta-catenin in HeLa cells; nuclear translocation activity, % at 5 µM; immunofluorescence imaging; hit rate 0.3% among 190,000;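 active = nuclear translocation activity above 50% at 5 µM, with a well cell count of 50 or more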;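 also: per-cell ratio of nuclear to cytoplasmic median beta-catenin stain intensity; plate controls were DMSO negative control for no effect and GSK-3 inhibitor IX positive control for full effect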
#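 Test system: human HeLa cell line; Doses: 5 µM primary, 0.02–20 µM confirmation; Incubation: 24 h compound exposure, 37°C; Detection: beta-catenin immunofluorescence imaging with DAPI; Read-out: beta-catenin nuclear/cytoplasmic ratio, % activation.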
# Dynein transport: dynein cargo transport inhibition; 3617.4 mouse cells, GR-EGFP nuclear translocation imaging; test concentration mostly 20 µM; stimulated with dexamethasone, 1 µM; active compounds read low; z-score, hits read low; hit rate 0.47% among 220,000;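 active = plate z-score of nuclear minus cytoplasmic receptor signal below a set negative limit, without overly bright fluorescence or cell loss, cut at about -3.5 in these data, passing the limit was not always enough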;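 also: z-score of nuclear minus cytoplasmic ring GR-EGFP intensity difference per well; some compounds called inactive have numbers as strong as hits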
#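 Medium: Induction medium lacking tetracycline, stripped serum | Probe or stimulus: 1.0 µM final dexamethasone stimulus | Schedule: 48 h induction, then 1 h compound, then 30 min agonist, 37 °C | Signal: Automated 10x imaging of fixed Hoechst-stained cells | Evaluation: Per-cell GR-EGFP intensity, nucleus versus surrounding cytoplasmic ring, well-averaged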
# Insulin prom up: MIN6 insulin promoter up-regulation; MIN6 insulin promoter-GFP reporter, high-content imaging; active compounds read high; z-score at 5 µM; AID 1625; hit rate 0.3% among 190,000;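 active = z-score above 3 at 5 µM with at least 500 cells counted in the well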
# WT yeast gro inh: growth inhibition of WT yeast, mitochondrial fusion screen; mitochondrial fusion phenotypic screen, WT strain; inhibition, % at 10 µM; hit rate 2.1% among 190,000; AID 1362; in the data active = inhibition above about 58%; tested in S. cerevisiae
# XIAP antagonists: small molecules displacing peptide from XIAP – biochemical, IAP family, fluorescence polarization (AID 1018). hit rate 0.007% among 200,000. displacement, % at 20 µM; hits with a dose series show IC50 in µM. XIAP BIR domain, fluorescence polarization peptide displacement; higher % means a stronger effect; in the data active = displacement above about 50%; also: a part of the inactive calls stands beside numbers as strong as those of hits
# Autophagy HCS: autophagy modulation, high-content screen. calls only at 10 µM (by protocol). MEF GFP-LC3 puncta imaging; test concentration mostly 10 µM. hit rate 0.98% among 190,000. AID 463193;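 active = percentage of spot-positive cells more than 3 SD above its plate mean, without a fluorescence outlier flag or 80% toxicity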;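 also: spot-positive cell cutoff set from DMSO-treated cells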
# ER stress rescue: rescue of cells from ER stress-induced death, primary screen, 384-well, CSM14.1, thapsigargin, ATP luminescence (AID 1222); 190,000 tested, under 10 active; one-dose cellular ATP content (survival), % at 20 µM; EC50 in µM for titrated hits; CSM14.1 thapsigargin-induced death rescue, ATP luminescence; higher % means a stronger effect;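 active = EC50 below 50 µM in the dose-response confirmation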;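 also: death triggered by thapsigargin at about 15 µM added after 2 h compound pretreatment; cell ATP read after overnight thapsigargin exposure of roughly 18 to 22 hours; normalized against plate controls of thapsigargin alone and 5% DMSO vehicle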
# WT yeast gro inh mutant strain: also measured in WT yeast gro inh; calls as there; inhibition, %; mitochondrial fusion phenotypic screen, mutant strain inhibition
# Dynein transport cytoplasmic EGFP: also measured in Dynein transport; calls as there; z-score; measured here: cytoplasmic GR-EGFP intensity; active compounds read high
# Dynein transport nuclear GR-EGFP: second read-out of Dynein transport, no call of its own (marks repeat the call); z-score; measured here: nuclear GR-EGFP intensity;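 lower value marks the stronger effect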
# Dynein transport cell count: also measured in Dynein transport; calls as there; z-score; measured here: cell count per field
# Insulin prom up cell count: also measured in Insulin prom up; calls as there; cell count; measured here: cytotoxicity, nuclei count;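 total cells summed across four imaged fields per well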
# Lipid droplet cells 6.5 µM: second read-out of Lipid droplet, no call of its own (marks repeat the call); cell count; measured here: cell count, cytotoxicity flag;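 cells counted across two imaged fields per well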
# bCat nuc transl cell count 5 µM: also measured in bCat nuc transl; calls as there; cell count; measured here: cell count, cytotoxicity flag
# MT stabilize HCS Hoechst-high %: further read-out of MT stabilize HCS, marked with its call; % Hoechst-high responders; measured here: nuclear condensation Hoechst responders;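 share of cells brighter than vehicle mean plus two SD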
# MT stabilize HCS cytotoxicity %: second read-out of MT stabilize HCS, no call of its own (marks repeat the call); toxicity, %; measured here: cytotoxicity by cell density;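 0% = mean cell density of plate MIN control wells and 100% = no cells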
# Autophagy HCS cell loss 18 h: recorded beside Autophagy HCS, whose call it bears; toxicity, %; measured here: cell loss, nuclei count;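 cell loss after 18 h compound exposure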
# An asterisk follows results filed as active; i = inactive; x = no result given.
SMILES,Lipid droplet,Lipid droplet cells 6.5 µM,MT stabilize HCS,MT stabilize HCS Hoechst-high %,MT stabilize HCS cytotoxicity %,bCat nuc transl,bCat nuc transl cell count 5 µM,Dynein transport,Dynein transport cytoplasmic EGFP,Dynein transport nuclear GR-EGFP,Dynein transport cell count,Insulin prom up,Insulin prom up cell count,WT yeast gro inh,WT yeast gro inh mutant strain,XIAP antagonists,Autophagy HCS,Autophagy HCS cell loss 18 h,ER stress rescue
Cc1cccc(NS(=O)(=O)c2ccc3c(c2)Cc2cc(S(=O)(=O)Nc4cccc(C)c4C)ccc2-3)c1C,0,666,3.0,4.1,2.3,-2.0,1108,0.066,-0.26,0.12,0.12,0.75,1122,-1,14,-4.9%,i,-17,9.8%
COc1ccccc1C(=O)Nc1ccc(N2CCN(Cc3ccccc3)CC2)cc1,-7,619,2.0,1.1,3.9,-0.9,1066,-0.052,-0.26,-0.78,0.26,-0.51,1865,4,13,-1.8%,i,5,-2.1%
COc1cccc(CN2CCN(Cc3nc4c(s3)CCCC4)CC2CCO)c1 (stereo not drawn),-30,720,3.6,1.7,2.2,1.0,978,-0.097,-0.21,0.3,-0.31,x,x,9,6,-3.7%,i,25,0.9%
O=C(CN1CCCCC1)Nc1scc2c1c(=O)oc1ccccc12,-6,728,x,x,x,-1.8,1170,1.2,-0.24,0.59,-0.82,-0.4,1444,x,x,x,x,x,x
Cn1c(SCC(=O)Nc2cccc3ccccc23)nc(O)cc1=O,-20,719,2.7,1.8,12,x,x,-0.57,-0.18,-0.083,1.4,-0.17,1210,-11,2,0.0%,i,2,x
O=C(Nc1ccc2c(c1)OCO2)c1c(Cl)nc2sccn12,x,x,7.2,2.0,6.1,2.8,683,-0.0068,-0.17,0.28,-0.14,-0.4,977,8,-4,-4.5%,i,2,-2.3%
CN(CC(=O)Nc1ccc(Cl)cc1)CC(=O)Nc1cc(Cl)ccc1C#N,x,x,4.2,1.4,12,-4.4,966,-0.61,-0.098,0.43,0.057,-0.42,1056,39,20,-3.8%,i,-1,1.4%
CCOC(=O)c1[nH]c2ccc(OCC)cc2c1NC(=O)CN1CCN(c2ccccc2)CC1,x,x,2.8,1.9,7.0,-4.6,943,-0.18,-0.19,0.085,-0.044,1.2,1117,0,-6,-2.7%,i,-5,2.4%
COC(=O)c1cc(S(=O)(=O)N2CCOCC2)ccc1Sc1ccccc1N,x,x,5.8,2.8,5.5,-0.4,873,-0.12,-0.19,0.2,-0.13,-0.76,1175,-22,-4,-2.7%,i,-4,-3.3%
COCCCn1c(-c2ccc(OC)cc2)nc2nc3ccccc3nc21,16,777,1.6,1.9,8.0,-3.2,1225,-0.42,-0.05,-0.14,0.099,-0.63,997,-4,2,5.0%,i,-1,1.2%
CCC(=O)N=c1sc2ccccc2n1-c1ccccc1,13,752,3.1,2.5,11,-1.4,981,2.4,0.013,1.5,-2.2,0.28,1631,4,-10,-7.5%,i,18,-0.1%
Cc1ccc(OC(=O)c2ccc(C)c([N+](=O)[O-])c2)cn1,-1,693,2.7,2.2,2.0,-3.5,1022,0.9,-0.14,0.95,-1.2,-0.94,1570,7,-7,-5.1%,i,4,-1.8%
CCCC(=O)NC(=S)NNC(=O)c1ccc([N+](=O)[O-])cc1,3,658,7.7,1.9,3.2,1.2,988,0.03,-0.2,0.23,-0.39,0.04,1220,0,-9,-18%,i,7,-2.0%
COC(=O)c1sccc1NC(=O)c1ccc(Br)s1,-18,686,0.8,0.9,7.0,-1.0,1119,0.47,-0.14,0.9,0.31,x,x,18,24,-14%,i,8,-0.7%
COc1ccccc1C1CC(=O)NC(C)=C1C(=O)OC(C)C (stereo not drawn),-7,752,1.3,1.9,5.5,1.4,1094,0.12,-0.3,-0.11,-1,-0.57,1395,-15,-9,-0.6%,i,-4,-1.0%
Cn1cc(CN(CCO)Cc2cccs2)c(-c2cccc(Cl)c2)n1,-2,744,4.1,1.5,2.2,-2.3,913,0.43,-0.087,0.56,-1.8,-1,1413,23,20,-2.0%,i,18,-1.3%
CCOC(=O)N1CCN(c2c(NCCCN3CCCCCC3)c(=O)c2=O)CC1,x,x,2.4,3.2,4.1,x,x,2.4,-0.013,1.8,-1.3,-0.95,882,-14,-3,-3.0%,i,-2,1.1%
CC(Oc1ccccc1)C(=O)Nc1cccc(NC(=O)c2ccco2)c1 (stereo not drawn),-8,701,x,x,x,0.5,1306,-0.21,-0.25,0.32,-0.015,1,973,x,x,x,x,x,x
c1ccc(C(c2nnnn2C2CCCC2)N2CCN(c3nc4ccccc4s3)CC2)cc1 (stereo not drawn),0,694,3.4,1.1,9.6,1.3,931,1.4,-0.24,0.67,-1.1,-0.78,965,39,26,-6.5%,i,-2,0.5%
O=C(NN=C1CCCC1)c1cccs1,15,573,2.1,3.7,9.5,-1.1,964,1,-0.28,0.25,-0.51,x,x,-5,-7,-3.0%,i,-17,-3.3%
Cc1nc2ccc(NC(=S)N3CCCC3)cc2nc1C,3,773,1.2,0.5,4.6,-1.3,998,-0.32,-0.24,0.18,0.71,-0.41,1473,-2,-7,-5.1%,i,-14,-2.2%
Cc1ccccc1-c1nnc(SCC(=O)Nc2ccc(Cl)cc2)n1N,x,x,4.0,3.6,5.7,-1.9,812,-0.6,-0.27,-0.32,0.52,x,x,7,0,-4.7%,i,9,-0.4%
COc1ccc(C(=O)/C=C(/C)N(C)C)cc1,x,x,1.9,2.0,7.7,x,x,-0.54,-0.11,0.12,-0.21,x,x,2,2,-5.1%,i,-22,1.2%
CN(C)c1ccc(/C=C/c2ccc3ccccc3n2)cc1,19,772,x,x,x,-4.6,1040,0.45,2.6,0.47,-0.89,7.3*,1474*,x,x,x,x,x,x
Cc1cc(C)nc(Oc2ccc([N+](=O)[O-])cc2)n1,-16,759,3.1,1.8,11,0.7,968,1.8,-0.22,1.1,-0.89,-0.9,1134,9,9,-9.9%,i,7,-1.8%

# 3 records picked at random from the list so far:
SMILES,Lipid droplet,Lipid droplet cells 6.5 µM,MT stabilize HCS,MT stabilize HCS Hoechst-high %,MT stabilize HCS cytotoxicity %,bCat nuc transl,bCat nuc transl cell count 5 µM,Dynein transport,Dynein transport cytoplasmic EGFP,Dynein transport nuclear GR-EGFP,Dynein transport cell count,Insulin prom up,Insulin prom up cell count,WT yeast gro inh,WT yeast gro inh mutant strain,XIAP antagonists,Autophagy HCS,Autophagy HCS cell loss 18 h,ER stress rescue
COC(=O)c1cc(S(=O)(=O)N2CCOCC2)ccc1Sc1ccccc1N,x,x,5.8,2.8,5.5,-0.4,873,-0.12,-0.19,0.2,-0.13,-0.76,1175,-22,-4,-2.7%,i,-4,-3.3%
CCCC(=O)NC(=S)NNC(=O)c1ccc([N+](=O)[O-])cc1,3,658,7.7,1.9,3.2,1.2,988,0.03,-0.2,0.23,-0.39,0.04,1220,0,-9,-18%,i,7,-2.0%
COC(=O)c1sccc1NC(=O)c1ccc(Br)s1,-18,686,0.8,0.9,7.0,-1.0,1119,0.47,-0.14,0.9,0.31,x,x,18,24,-14%,i,8,-0.7%

# Continued.
SMILES,Lipid droplet,Lipid droplet cells 6.5 µM,MT stabilize HCS,MT stabilize HCS Hoechst-high %,MT stabilize HCS cytotoxicity %,bCat nuc transl,bCat nuc transl cell count 5 µM,Dynein transport,Dynein transport cytoplasmic EGFP,Dynein transport nuclear GR-EGFP,Dynein transport cell count,Insulin prom up,Insulin prom up cell count,WT yeast gro inh,WT yeast gro inh mutant strain,XIAP antagonists,Autophagy HCS,Autophagy HCS cell loss 18 h,ER stress rescue
Cc1cc(C)c(NC(=O)CS(=O)CC(=O)Nc2cccnc2)c(C)c1 (stereo not drawn),x,x,3.3,2.8,8.6,0.0,1122,-0.64,0.086,0.038,0.37,0.58,1122,12,20,1.8%,i,16,1.1%
Cn1c(-c2ccccc2)cnc1SCC(=O)N1CCCCC1,-14,635,3.1,3.1,8.5,-0.8,1237,0.17,-0.23,-0.024,0.47,x,x,-8,-3,-7.3%,i,-7,-2.8%
O=C(O)CC1(c2ccccc2)C(=O)c2ccccc2C1=O,x,x,2.7,3.5,8.7,-0.7,1174,0.4,-0.28,0.84,-0.39,1.1,845,-8,-27,-6.2%,i,12,-1.0%
Cc1ccc(S(=O)(=O)N2CCC(=O)N(C(CO)Cc3ccccc3)CC2)cc1 (stereo not drawn),4,779,4.1,2.9,7.3,x,x,-0.7,0.29,0.029,0.35,0.34,1274,-8,2,-4.3%,i,-13,3.8%
COCCNC(=O)c1cc2cc(Br)cc(OC)c2oc1=O,-14,634,2.9,1.5,5.5,x,x,-0.095,-0.25,0.34,0.0063,0.48,1243,-11,-5,-9.7%,i,-8,x
Cc1cccc(-n2cnc(C(=O)N/N=C/c3ccccc3)c2)n1,7,752,2.7,2.4,2.8,x,x,0.47,-0.22,0.21,0.054,0.05,801,-2,-21,-4.3%,i,2,-0.8%
CCC(Oc1ccc(C)c(C)c1)C(=O)O (stereo not drawn),1,733,2.6,1.1,20,x,x,-0.18,-0.16,0.45,-0.23,x,x,0,6,-3.4%,i,4,-1.1%
COC(=O)Cc1ccc(OCc2ccc(Cl)nc2)cc1,-34,707,1.5,1.7,4.5,7.4,907,0.71,-0.16,0.62,-0.79,1.3,1374,-9,-14,-6.1%,i,39,-1.6%
CN1CCC(N(C)C(=O)Cc2ccccc2[N+](=O)[O-])CC1,0,636,3.2,2.0,3.0,1.1,974,-0.23,-0.22,-0.0032,0.53,0.83,1449,1,-2,-4.0%,i,-30,0.7%
